# Bioassay records: PubChem, National Center for Advancing Translational Sciences (NCATS)
# Tb PYK inh – blocks Trypanosoma brucei pyruvate kinase. Q57TT1. TbPYK enzyme, Kinase-Glo Plus ATP luminescence, 45 min. hit rate 0.12% among 410,000. Potency, µM (series often up to 76.8 µM), for the others: top-dose activity, negative = inhibition, hits mostly inhibitors; also: potency is read from the fitted curve at half-maximal effect; % is scaled to controls: 0 for no effect and ±100 for the full control effect; nearly all actives have a fitted effect of over 50% in size
#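 Activity of T. brucei pyruvate kinase was followed by Kinase-Glo Plus luminescence after the enzyme reacted 45 min at room temperature with 130 uM ADP (final) and substrate. Test compounds were added before ADP at multiple concentrations.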
# LmPK inh – LmPK (Leishmania mexicana) enzyme inhibition; Q27686; purified LmPK, Kinase-Glo ATP luminescence, 1 h; Potency, µM (series often up to 57.5 µM), inactives show at the top dose activity change, negative = inhibition, usual class: inhibitors; hit rate 0.37% among 290,000; AID 1721; also: potency is read from the fitted curve at half-maximal effect; % is scaled to controls: 0 for no effect and ±100 for the full control effect
# Target sequence (Q27686 whole entry, looked up): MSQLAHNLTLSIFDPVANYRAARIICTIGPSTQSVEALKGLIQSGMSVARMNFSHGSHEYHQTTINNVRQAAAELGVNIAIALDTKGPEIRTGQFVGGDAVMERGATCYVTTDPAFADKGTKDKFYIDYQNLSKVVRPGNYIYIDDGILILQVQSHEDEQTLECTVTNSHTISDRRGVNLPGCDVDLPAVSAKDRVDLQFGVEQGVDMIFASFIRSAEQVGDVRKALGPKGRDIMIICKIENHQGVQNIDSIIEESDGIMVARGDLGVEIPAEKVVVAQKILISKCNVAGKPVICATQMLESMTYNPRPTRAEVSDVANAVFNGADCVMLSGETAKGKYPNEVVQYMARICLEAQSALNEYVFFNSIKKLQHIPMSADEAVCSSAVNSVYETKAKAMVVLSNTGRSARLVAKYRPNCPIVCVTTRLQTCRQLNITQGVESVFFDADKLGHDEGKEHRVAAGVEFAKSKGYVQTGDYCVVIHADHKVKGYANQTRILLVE
#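 In 50 mM imidazole pH 7.2 with 7 mM MgCl2, LmPK (0.1 nM) turned over PEP (0.5 mM) and ADP (0.1 mM) for 1 h at room temperature. Luciferase read-out of ATP.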
# Cycloheximide cs – counter-screen for Shiga toxin inhibitors: cycloheximide protein synthesis inhibition; max response, %; hit rate 12% among 300,000; AID 2314; cell reporter, cycloheximide protein synthesis inhibition counterscreen; in the data active = max response mostly above about 13%, no sharp cut-off; inactive = mostly below about 14%; also: read at 38.3 µM for the half of the compounds with a filed dose; 0% is about no effect
# Pf growth 48h – P. falciparum growth inhibition at 48 hours (one generation). hit rate 5.9% among 310,000. Potency, µM (doses to about 28.7 µM), inactives show at the highest dose activity change, negative = inhibition, actives largely listed as inhibitors. P. falciparum luciferase growth in erythrocytes, 48 h. AID 504832; also: potency is read from the fitted curve at half-maximal effect; % is scaled to controls: 0 for no effect and ±100 for the full control effect
#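 Read-out is firefly luciferase luminescence from an integrated reporter in P. falciparum, so falling signal marks reduced parasite growth. Infected erythrocytes were at 2% hematocrit and 0.1% parasitemia (final) in Albumax-supplemented RPMI 1640.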
# AMA1-RON2 inh – AMA1-RON2 (P. falciparum) interaction inhibition; hit rate 0.2% among 360,000; Potency, µM (highest dose often 58.2 µM), without a hit: at the top dose activity change, negative = inhibition, hits mostly inhibitors; AlphaScreen AMA1-biotinylated RON2 peptide binding;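 also: potency is read from the fitted curve at half-maximal effect; 0% = vehicle wells and -100% = peptide control; nearly all actives have a fitted effect of over 45% in size; some results filed as inactive show a strong effect at the top dose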
#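 AMA1 (3D7) with his tag at 25 nM final met compounds first, then biotinylated RON2 peptide at 25 nM; detection used donor plus acceptor beads, 10 µg/mL apiece, read by AlphaScreen after 30 min at room temperature.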
# Pf growth 96h – P. falciparum growth inhibition at 96 hours; Potency, µM (titrated, usually from 28.7 µM), for the others: top-dose activity change, negative = inhibition, hits mostly inhibitors; P. falciparum luciferase reporter growth, 96 h; hit rate 6.9% among 320,000; AID 504834; also: potency is read from the fitted curve at half-maximal effect; % is scaled to controls: 0 for no effect and ±100 for the full control effect
#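 P. falciparum expressing integrated firefly luciferase, in erythrocytes at 2% hematocrit, 0.05% parasitemia, incubated with compounds 96 h at 37 C, 5% CO2. Growth inhibition read as loss of luminescence; two-generation exposure targets delayed-death apicoplast inhibitors.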
# Shiga toxin inh – inhibitors of Shiga toxin in Vero cells. inhibition, % at 38.7 µM. hit rate 9.2% among 290,000. Vero cells, Shiga toxin protein synthesis inhibition reporter. AID 2315; in the data active = inhibition mostly above about 28%, no sharp cut-off; inactive = mostly below about 43%; also: 0% is about no effect
# * = called active by the depositor; ? = inconclusive; / = not tested or not shown; & = joins results of further samples; [ ] = dose if it differs, or a comment. Unless noted, calls follow the shape of the dose curve; as a rule, active = well fitted curve in the direction sought with a large enough effect; inconclusive = small, poorly fitted or top-dose-only effect, or another doubt; inactive = no such curve, though single readings can be large; an effect the other way counts as inactive or inconclusive.
Compound | Cycloheximide cs | Pf growth 96h | Pf growth 48h | Shiga toxin inh | AMA1-RON2 inh | LmPK inh | Tb PYK inh
CC(C)(C)c1ccc(C(=O)N/C(=C/c2cccs2)C(=O)NCc2ccco2)cc1 | -4 | ? | ? | -4 | -10% | 5% | 0%
C=CCN1C=CC(=CC=C(C#N)C#N)C=C1 | 21* | 49%[activator] | 57%[activator] | 74* | -11% | -3% | 3%
Cc1cc(-c2ccccc2)nc(N/N=C/c2ccco2)n1 | 36* | -1% | -1% | 85* | 21% | -3% | ?
CCOC(=O)c1c(C)c(C(=O)NCCN2CCOCC2)c(C)n1CC | 2 | ? | -2% | 5 | -4% | 2% | 1%
CC(C)C(NC(=O)OCc1ccccc1)C(=O)NC1CCCCC1 (centres undefined) | 5 | 16% | 15% | 18 | 4% | 3% | -2%
CC(C)Oc1ccc(S(=O)(=O)N2CCOCC2)cc1NC(=O)CN1C(=O)NC2(CCCC2)C1=O | -2 | -26% | ? | -23 | -28% | -9% | 4%
COc1cccc(C(=O)N(Cc2ccc(N(C)C)cc2)C2CCS(=O)(=O)C2)c1 (centres undefined) | -6 | / | 10% | -13 | -6% | 0% | -1%
Cc1ccc(NC(=O)O/N=C/c2cccc([N+](=O)[O-])c2)cc1 | 41* | 52%[activator] | 57%[activator] | 71* | -12% | -2% | 0%
CCCCCCCOc1ccc(OC(=O)c2cccnc2)cc1 | -2 | ? | / | -4 | 2% | -2% | 0%
O=C(NN1CCOCC1)c1cccc(COc2cccc(Br)c2)c1 | 16* | ? | 26% | 61 | 23% | 11% | -3%
CCOC(=O)N1CCN(C(=O)CSc2ccc(-c3cccc(OC)c3)nn2)CC1 | 2 | -29% | -30% | 21 | 3% | -1% | 3%
CCn1c(=O)n(CC)c2cc(N3CCCC3)c(NC(=O)c3ccccc3F)cc21 | -3 | 1.3µM* | ? | 6 | -5% | 5% | -9%
O=C(CN1C(=O)CSC1=O)Nc1ccc(C(=O)O)cc1 | -3 | -4% | 18% | -5 | 1% | -9% | -1%
Cc1nc(-c2ccccn2)sc1C(=O)O | 4 | 79%[activator] | 77%[activator] | 18 | 18% | -26% | -20%
Cc1cc(C(=O)NCc2ccc(S(N)(=O)=O)cc2)ccc1[N+](=O)[O-] | -1 | 11% | 19% | -9 | -3% | 0% | -10%
CC(C)(O)C#Cc1ccc(CN2CCC(n3nccc3NC(=O)C3CC3)CC2)cc1 | 8 | ? | -8% | -8 | 13% | -14% | -1%
Cc1[nH]n(-c2cccc(Cl)c2)c(=O)c1/C=N/n1c(C)nc2ccccc2c1=O | -1 | / | -19% | -1 | 31%[activator] | -5% | -5%
CNC(C(=O)c1ccccc1)C(OC)c1ccc(C)cc1 (centres undefined) | 11* | 47%[activator] | 38%[activator] | 44* | -22% | 2% | 0%
COCCn1c(=O)[nH]c2cc(C(=O)NCCN3CCN(c4ccccc4F)CC3)ccc2c1=O | -6 | ? | 16% | -12 | -6% | 0% | 2%
Cc1onc(-c2c(F)cccc2Cl)c1C(=O)Nc1nc2ccccc2[nH]1 | 59* | -99% | / | 60* | 12% | 11% | -3%
O=C(CNC(=O)N1CC(=O)Nc2ccccc21)NCCc1c[nH]c2ccccc12 | 1 | -9% | 6% | -7 | 5% | -9% | 4%
Cc1ccc(OCC(=O)NNC(=O)C(C)Sc2ncnc3sc(C)c(C)c23)cc1 (centres undefined) | -1 | -17% | 15% | -6 | 89%[activator] | -4% | 2%
N#CC1=C2SCN(Cc3ccco3)CN2C(=O)CC1c1ccccc1F (centres undefined) | -1 | / | -16% | -3 | 2% | -8% | ?
COc1cccc(-c2csc(N3CCN(C(=S)Nc4ccccc4C)CC3)n2)c1 | 18* | -2% | -30% | 49* | 31%[activator] | 3% | -3%
O=C(Nc1ccc2[nH]ccc2c1)c1ccc(F)cc1 | 13* | 471%[activator] | 165%[activator] | 16 | -5% | ? | -9%
CC(C)(C)NCc1cc(Br)ccc1OC1CCCC1 | -5 | ? | ? | -4 | 3% | 4% | 2%
O=C(COc1ccc(Br)cc1)NCCCN1CCCC1=O | / | ? | -5% | / | 17% | / | -17%
O=C1NC(=O)N(Cc2ccccc2)C(=O)/C1=C/c1cnc(-c2ccccc2)nc1 | 11 | 15% | 22% | 32 | 5% | 19% | -2%
COC(=O)CSc1ncnc2c1cnn2Cc1ccccc1 | -2 | 44%[activator] | 5% | -7 | -1% | 0% | 1%
O=C(Nc1ccc2oc(-c3ccncc3)nc2c1)c1ccc([N+](=O)[O-])o1 | 32* | ? | 6.6µM* | 53* | -21% | 11% | 0%
N#Cc1c(-c2ccccc2)nc(-c2cccnc2)[nH]c1=O | -5 | -18% | -3% | -5 | 9% | 3% | 24%
CCc1ccccc1NC(=O)N1C2CCCC1CC(NC(C)=O)C2 (centres undefined) | -1 | -28% | 1% | -14 | 11% | -3% | -16%
O=S1(=O)c2ccccc2N=NN1Cc1ccc(Cl)c(Cl)c1 | 5 | 24% | 14% | 21 | / | 2% | /
Cc1occc1C(=O)Nc1sc2c(c1C(N)=O)CCC(C(C)(C)C)C2 (centres undefined) | -1 | -11% | / | -4 | 41%[activator] | 6% | -3%
Cc1ccc(-c2nn(-c3ccccc3)cc2CSC(=N)N)cc1 | -3 | 1.7µM* | ? | -23 | 9% | 0% | -1%
c1ccn(-c2ccc(N3CCOCC3)cc2)c1 | 38* | 106%[activator] | ? | 49* | -28% | -18% | 0%
CCN1CCC(=NNC(=O)c2ccco2)CC1 | 56* | 58%[activator] | / | 53* | 62%[activator] | 7% | 4%
CN1C(C(=O)NCc2cccc(C(F)(F)F)c2)CC2Cn3c(nc4cc5ccccc5cc43)C21 (centres undefined) | 1 | 23% | 13% | -4 | -4% | 5% | 1%
O=[N+]([O-])c1cccc(/C=C/c2nc3ccc([N+](=O)[O-])cc3[nH]2)c1 | 19* | 2.3µM* | 2.9µM* | 41 | -26% | 8% | -4%
COc1cccc(NC(=S)Nc2cccc3ccccc23)c1 | 85* | 0% | 6% | 110* | 71%[activator] | -9% | 0%
COC(=O)CN1C(=S)N(C)C(=O)C1CC(=O)Nc1ccccc1 (centres undefined) | -3 | ? | -7% | 41 | -29% | 0% | 2%
O=C(O)CN1CCN(Cc2ccccc2Cl)C1=O | -2 | 50%[activator] | 14% | -8 | 4% | -3% | -10%
CCOC(=O)N1CCN(C(=O)CN(C2CCCCC2)S(=O)(=O)c2ccc(F)cc2)CC1 | -7 | / | ? | -7 | -4% | 1% | 2%
CC(C(=O)NC1CCCc2ccccc21)N1CCN(c2ccc(F)cc2)CC1 (centres undefined) | -2 | ? | -5% | -2 | -2%[11.6 µM] | 1% | -8%
Cc1cccc(NC(=O)CSc2nnc(CNC(=O)c3ccco3)o2)c1C | 2 | ? | 11% | -6 | 10% | -10% | 0%
CC(=O)c1cccc(N(CC(=O)N2CCCC2)S(C)(=O)=O)c1 | 9 | / | 12% | -5 | -2% | -1% | -2%
COc1ccc(NC(=O)CS(=O)c2ccccc2Cl)cc1 (centres undefined) | 15* | 4% | 128%[activator] | 36 | 2% | -3% | -6%
COc1ccc(Cc2nnc(NS(=O)(=O)c3ccc([N+](=O)[O-])cc3)s2)cc1 | -2 | 22% | -14% | -7 | 7% | 6% | -6%
CCS(=O)(=O)N1CCN(C(=O)c2cccc(OC)c2)CC1 | -4 | ? | 12% | -3 | -4% | -1% | 1%
CCCCC(=O)C1C(=O)NC(=O)NC1=O | -2 | / | -17% | -11 | 2% | 11% | 7%

# Following part.
Compound | Cycloheximide cs | Pf growth 96h | Pf growth 48h | Shiga toxin inh | AMA1-RON2 inh | LmPK inh | Tb PYK inh
CC(C)c1nc(SCC(=O)Nc2ccc(C(=O)O)cc2)c2c3c(sc2n1)CCCC3 | -5 | -6% | 10% | -10 | -14% | 5% | -11%
Cc1ccc(N(CC(=O)NCc2ccccc2)C(=O)CCC(=O)Nc2ccccn2)cc1 | -4 | 5% | -9% | -7 | 1% | 1% | 2%
Cc1ccccc1-c1ccc(C(=O)Nc2cccc(F)c2)o1 | 47* | -61% | -16% | 50* | -12% | -2% | -2%
Cc1cc(OCCN2CC(C)OC(C)C2)ccc1[N+](=O)[O-] (centres undefined) | 1 | 35%[activator] | 44%[activator] | -12 | -9% | -4% | 18%
CC(=O)N1CCc2cc(S(=O)(=O)NCCN3CCC(C)CC3)ccc21 | -3 | 48%[activator] | / | -15 | -6% | -4% | 1%
CN(C)c1nc(N)nc(CSc2nnnn2-c2ccc(F)cc2)n1 | -2 | 23% | / | -6 | 6% | -3% | 1%
COC(=O)c1ccc(Sc2ccccc2NS(=O)(=O)c2ccc(OC)cc2)nc1 | -1 | 3% | 19% | -2 | 21% | 4% | 2%
COc1ccc(OCC(O)CNC(=O)c2ccccc2C(=O)O)cc1 (centres undefined) | 10 | ? | -4% | -5 | -14% | 0% | -16%
COc1ccc(N2C(=O)NC(NS(=O)(=O)c3ccc(NC(C)=O)cc3)(C(F)(F)F)C2=O)cc1 (centres undefined) | -1 | 9.3µM* | 0% | -1 | -10% | -3% | -3%&1%
CC(C)(C)P(=O)(CO)c1ccccc1 (centres undefined) | -2 | -25% | 12% | 11 | 2% | 0% | -11%
O=C(CNC(=O)COc1ccccc1)NCc1ccccc1F | 8 | 6% | 1% | -17 | -6%[11.6 µM] | -8% | -2%
Cn1c(CNC(=O)c2ccco2)nnc1SCC(=O)N1c2ccccc2Sc2ccccc21 | -2 | / | -25% | 18 | 2% | 2% | -17%
Cc1ccc(N/C(CSC(N)=O)=N\S(=O)(=O)c2ccc(C)cc2)cc1 | -2 | / | / | -7 | -19% | 0% | -6%
COc1ccc(S(=O)(=O)N(C)CC(=O)N2CCN(C)CC2)cc1C | -2 | / | -7% | 23 | 3% | -1% | 0%
CCOc1cc(C(=O)CCC(=O)OCC(=O)Nc2ccc(C)c(S(=O)(=O)N(C)C)c2)ccc1O | 17 | -16% | 21% | 14 | -4% | 8% | -2%
Cc1occc1C(=O)Nc1cc(=O)n(C)c(=O)n1C | -4 | / | 4% | -8 | 18% | -2% | -9%
CCOC(=O)CCSc1nnc(-c2cccnc2)n1-c1ccccc1OC | -5 | 4% | -2% | -4 | -3% | 1% | 0%
COc1ccc(N(C)C(=O)CC2(CC(=O)O)CCCCC2)cc1 | -1 | 8% | 2% | -10 | -5% | 1% | 2%
N#Cc1cc2c(nc1SCC(=O)Nc1sc3c(c1C#N)CCC3)CCCCC2 | 10 | 47%[activator] | 29% | 5 | -2% | 1% | -1%
COc1cc2[nH]c(=S)nc(NCc3cccnc3)c2cc1OC | -2 | 97% | -15% | -5 | 12% | 0% | 1%
CC(=O)N/C(=C\c1ccc(Cl)cc1)C(=O)O | -1 | 5% | 2% | 6 | -8% | 6% | 3%
CC(C)CCC(=O)N1CCC(N2CCC(C(=O)NCc3ccccn3)CC2)CC1 | -3 | ? | 16% | -18 | 28% | -1% | -2%
CCN1C(=O)C(CC(=O)Nc2ccc(OC)cc2)N(CCN2CCOCC2)C1=S (centres undefined) | 1 | 7% | -16% | -7 | -3% | 7% | 0%

# Compounds as they come (roughly 21% active in at least one column).
